Assay outcomes from PubChem.
ALDH1A1 block – inhibitors of human aldehyde dehydrogenase 1A1. P00352. Purified ALDH1A1, NADH fluorescence, propionaldehyde substrate. Potency, µM (top dose mostly 75.3 µM), for inactives: at the highest dose activity, negative = inhibition, most hits filed as inhibitors. 220,000 tested, 7.3% active; active means well fitted inhibition curve with a large enough effect, not every such curve was filed as active; inconclusive means small, poorly fitted or top-dose-only effect, or another doubt; inactive means no such curve, though single readings can be large or run the other way;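 further: plate controls were no enzyme wells and a reference inhibitor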
KinaseGlo FLuc – blocks Kinase-Glo luciferase, a counter-screen artifact. 200,000 tested, 0.28% active. Kinase-Glo luciferase, ATP luminescence, 8 min. Q27757. Potency, µM (series often up to 38.3 µM), inactives show at the highest dose activity change, negative = inhibition, most hits filed as inhibitors; further: on the % scale 0 is the no-effect control and ±100 the full control effect; nearly all actives have a fitted effect of over 60% in size
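Luminescence was the read-out, taken after 8-minute incubation at ambient temperature. Luciferase turned over luciferin with 10 uM ATP in imidazole pH 7.2 buffer containing KCl, MgCl2, Tween 20 and BSA.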
L3MBTL1 block – inhibitors of human L3MBTL1 | 230,000 tested, 0.66% active | Q9Y468 | AlphaScreen L3MBTL1–H3K9me1 peptide binding | Potency, µM (top dose mostly 57.1 µM), for inactives: at the highest dose activity, negative = inhibition, usual class: inhibitors; further: on the % scale 0 is the no-effect control and ±100 the full control effect; nearly all actives have a fitted effect of over 60% in size
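First, the protein-peptide complex forms for 30 min at room temperature (L3MBTL1 50 nM, biotinylated H3K9me1 peptide 75 nM). Next, compounds are pin-transferred and incubated 30 min. Finally, AlphaScreen beads are added and read after 30 min.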
Tau ThT inhib – inhibitors of human tau fibril formation, thioflavin T binding; P10636; 270,000 tested, 2.1% active; recombinant tau K18 P301L, heparin-induced fibrillization, ThT fluorescence; Potency, µM (top dose mostly 57.4 µM), for the others: top-dose activity, negative = inhibition, most hits filed as inhibitors; further: on the % scale 0 is the no-effect control and ±100 the full control effect; nearly all actives have a fitted effect of over 55% in size
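Using a mix of unlabeled (15 uM) and Alexa 594-labeled (0.24 uM) tau K18 P301L, heparin-triggered fibrillization over 6 hr at 37 C was scored by ThT fluorescence.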
JMJD2E inh – inhibitors of human JMJD2E histone demethylase; JMJD2E catalytic domain, FDH-coupled NADH fluorescence (FDH is formaldehyde dehydrogenase); AID 2147; 230,000 tested, 1.6% active; B2RXH2; Potency, µM (highest dose often 57.1 µM), for inactives: at the top dose activity change, negative = inhibition, actives largely listed as inhibitors; active means well fitted inhibition curve with a large enough effect, not every such curve was filed as active; inconclusive means small, poorly fitted or top-dose-only effect, or another doubt; inactive means no such curve, though single readings can be large or run the other way;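 further: 0% = wells with enzyme and -100% = buffer wells without enzyme; nearly all actives have a fitted effect of over 50% in size; many of its hits are not listed in these tables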
Target sequence (B2RXH2 1-337 limits assumed): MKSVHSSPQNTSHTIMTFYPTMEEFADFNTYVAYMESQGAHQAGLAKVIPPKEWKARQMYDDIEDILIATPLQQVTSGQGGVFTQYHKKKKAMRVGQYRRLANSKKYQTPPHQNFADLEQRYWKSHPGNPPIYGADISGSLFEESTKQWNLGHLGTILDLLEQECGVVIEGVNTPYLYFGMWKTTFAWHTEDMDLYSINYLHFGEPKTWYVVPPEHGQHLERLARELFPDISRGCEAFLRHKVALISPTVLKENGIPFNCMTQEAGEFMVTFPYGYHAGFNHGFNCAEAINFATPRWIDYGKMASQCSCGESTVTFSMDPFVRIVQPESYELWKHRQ
SMN2 splice up – enhancers of SMN2 splice variant expression; 210,000 tested, 2.8% active; HEK293 SMN2-luciferase splicing reporter, luminescence, 30-36 h; Potency, µM (highest dose often 46.1 µM), for the others: at the top dose activity change, positive = activation, most hits filed as activators; further: % of control where 0% means no effect; nearly all actives have a fitted effect of over 55% in size
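HEK293 cells carry an SMN2 […]–luciferase reporter in which exon 7 inclusion puts luciferase in frame. Cells were plated 10-12 h before compound addition, then incubated 30-36 h at 37C. ONE-Glo luminescence was read; sodium butyrate at 4.5 mM final served as control.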
LMNA splice mod – modulators of lamin A splicing; HeLa LMNA splicing GFP/RFP minigene ratio, 48 h; Potency, µM (titrated, usually from 46.1 µM), for the others: top-dose ratio change, negative = inhibition, usual class: inhibitors; 200,000 tested, 0.01% active; AID 1487; active means well fitted inhibition curve with a large enough effect in the signal ratio, with a control signal flat, not every such curve was filed as active; inconclusive means small, poorly fitted or top-dose-only effect, or effect the other way, or a change in a side signal; the % refers to the signal ratio; further: on the % scale 0 is the no-effect control and ±100 the full control effect
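S3 HeLa stable clones carrying a lamin A-EGFP splicing minigene plus DsRed2 were seeded at 600 cells/well in Opti-MEM with 2% FBS, pin-dosed and incubated 48 h at 37°C. Acumen cytometry (488 nm) gave the GFP/RFP total-intensity ratio.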
RECQ1 inh – RECQ1 (human) helicase inhibition | P46063 | RECQ1 DNA unwinding, red fluorescence kinetic read | Potency, µM (top dose mostly 57.3 µM), without a hit: top-dose activity, negative = inhibition, usual class: inhibitors | 240,000 tested, 0.54% active | AID 2549;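 further: plate controls were vehicle for no effect and no enzyme for full effect; nearly all actives have a fitted effect of over 30% in size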
Target sequence (P46063 whole entry, looked up): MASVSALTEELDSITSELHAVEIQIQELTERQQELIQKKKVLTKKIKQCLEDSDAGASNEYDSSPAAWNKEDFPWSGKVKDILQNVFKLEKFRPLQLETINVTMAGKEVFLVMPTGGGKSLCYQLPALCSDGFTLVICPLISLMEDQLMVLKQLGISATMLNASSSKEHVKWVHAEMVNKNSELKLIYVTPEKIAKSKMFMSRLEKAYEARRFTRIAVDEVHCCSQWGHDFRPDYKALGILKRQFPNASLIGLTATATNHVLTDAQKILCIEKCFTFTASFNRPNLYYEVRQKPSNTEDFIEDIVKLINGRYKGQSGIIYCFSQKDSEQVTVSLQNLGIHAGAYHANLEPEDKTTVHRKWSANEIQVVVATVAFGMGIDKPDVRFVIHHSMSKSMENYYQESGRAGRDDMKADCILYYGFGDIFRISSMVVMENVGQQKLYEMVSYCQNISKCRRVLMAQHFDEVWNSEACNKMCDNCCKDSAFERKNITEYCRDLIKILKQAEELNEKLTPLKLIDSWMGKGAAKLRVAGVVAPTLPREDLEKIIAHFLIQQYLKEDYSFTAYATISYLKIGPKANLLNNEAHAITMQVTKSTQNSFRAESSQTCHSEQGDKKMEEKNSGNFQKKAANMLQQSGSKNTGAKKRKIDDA
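50 nM RECQ1T1 preincubated 15 min with compound in Tris pH 8.0 buffer with MgCl2, DTT, Tween-20 and 2.5 ug/ml poly(dI-dC); started with 200 nM TAMRA/BHQ-2 forked duplex and 2 mM ATP. Unwinding read as fluorescence (525/598 nm), two reads 2 h apart.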
* marks the source's active call; other numbers are inactive results; i = inactive; ? = inconclusive; · = no result given; & = joins results of further samples; [ ] = dose if it differs, or a comment. Unless noted, the call rests on the fitted dose curve; in most records, active means well fitted curve in the direction sought with a large enough effect; inconclusive means small, poorly fitted or top-dose-only effect, or another doubt; inactive means no such curve, though single readings can be large; an effect the other way counts as inactive or inconclusive. Potency means the concentration at half of the fitted maximal effect. Not all compounds are listed; count on the stated rates, not on these rows.

SMILES | ALDH1A1 block | KinaseGlo FLuc | L3MBTL1 block | Tau ThT inhib | JMJD2E inh | SMN2 splice up | LMNA splice mod | RECQ1 inh
CC1CC/C(=N/Nc2ccccc2)C(=O)N1 (stereo not given) | ? | -4% | 9% | -5% | -8% | 27% | -1% | -1%
CCOC(=O)C1(Cc2cccc(OC)c2)CCCN(S(=O)(=O)c2cccnc2)C1 (stereo not given) | -7% | -6% | 1% | -12% | 3% | · | 8%[46 µM] | -5%
c1ccc2c3c(c(CN4CCCCC4)cc2c1)COC3 | · | · | · | -13% | ? | · | 7%[46 µM] | 52%[activator]
CC(=O)C1C(c2ccccc2)c2c(noc2C)CC1(C)O (stereo not given) | · | · | 37% | 1% | -7% | · | · | 13%
Cc1ccc(C2=NN=C(NC(=O)CSc3nc(C)cc(C)n3)SC2)cc1 | ? | -2% | -12% | 13µM* | 2% | -23% | ? | -10%
Cc1noc(C)c1COc1cccc(C(=O)OCC(=O)NCCN2C(=O)CSC2=O)c1 | 5% | -2% | · | 1% | 0% | 7% | -5%[46 µM] | i
COc1cc(/C=C(\C#N)C(=O)c2c[nH]c3ccccc23)cc(OC)c1O | 8% | -1% | · | 16µM* | -12% | -46%[inhibitor] | 1%[9.22 µM] | -14%
CC(=O)c1ccc(OCC(O)CN2C(C)CCCC2C)cc1 (stereo not given) | 12% | 0% | 6% | -5% | 3% | 0% | -9% | -1%
O=C(c1ccccc1S(=O)(=O)NCc1ccccc1)N1CCCC1 | -6% | -2% | · | -3% | -2% | -6% | 3% | -1%
Cc1c(C(=O)N2CCc3ccccc3C2)oc2ccc(S(=O)(=O)N3CC(C)CC(C)C3)cc12 (stereo not given) | 1% | 0% | -12% | -7% | -4% | -43%[inhibitor] | ? | -16%
O=C(CCCCl)NC(=S)Nc1ccc(N2CCOCC2)cc1 | · | · | 4% | -16% | -1% | · | · | i
CCS(=O)(=O)c1ccc2c(c1)N(S(=O)(=O)c1ccc(C)cc1)CC(C(=O)O)O2 (stereo not given) | 4% | 3% | 0% | 2% | 2% | 10% | · | i
O=C(NCCO)c1cc([N+](=O)[O-])cc2c1C=Cc1ccccc1O2 | -13% | -3% | 12% | -3% | 5% | -1% | 21%[9.22 µM] | 0%
COCC(=O)Nc1ccc([N+](=O)[O-])cc1OC | -1% | -1% | 2% | 11% | 0% | -5% | 1% | 0%
CCCCn1c(=S)[nH]c2ccccc2c1=O | -8% | -3% | 5% | 0% | -4% | 7% | ? | 0%
COc1ccc(S(=O)(=O)NC(N)=NCCc2ccc(OC)c(OC)c2)cc1 | -12% | 0% | · | -5% | 1% | -3% | -4%[46 µM] | i
COc1ccc2c(CC(=O)N3CCc4ccccc43)coc2c1 | ? | -17% | · | ? | 2% | 16µM* | -14% | -3%
CCN(CC(=O)Nc1ccc(NC(C)=O)cc1)CC(=O)Nc1ccc(F)c(Cl)c1 | 13% | 0% | · | -4% | -1% | -10% | · | -18%
O=C(CN1C(=O)C(=O)N(Cc2ccccc2)C1=O)Nc1ccc(F)c(Cl)c1 | 4% | 3% | 0% | 1% | 6% | 0% | 9%[46 µM] | i
CCOC(=O)C1CN(S(=O)(=O)c2ccc(OC)cc2)c2cc(CC(=O)OC)ccc2O1 (stereo not given) | ? | -3% | 0% | -4% | 4% | 3% | 2% | -2%
COc1cccc(C(=O)NCc2n[nH]c(=S)n2-c2cccc(C)c2)c1 | 0% | -1% | 6% | -6% | -5% | -20% | 2% | -1%
O=C1CC(c2ccc(Cl)cc2)n2nc(N3C(=O)c4ccccc4C3=O)nc2N1 (stereo not given) | ? | 3% | -6% | -6% | 3% | -16% | 4% | 10%
O=C(NCc1ccccc1)/C(=C/c1ccco1)NC(=O)c1ccco1 | -2% | · | · | ? | -23% | · | · | -1%
S=C(Nc1ccc(Cl)cc1)c1nc2ccccc2[nH]1 | 3% | -9% | ? | ? | ? | 14µM* | ? | -9%

Part of the list above in order of SMILES length, lowest first:
SMILES | ALDH1A1 block | KinaseGlo FLuc | L3MBTL1 block | Tau ThT inhib | JMJD2E inh | SMN2 splice up | LMNA splice mod | RECQ1 inh
CCCCn1c(=S)[nH]c2ccccc2c1=O | -8% | -3% | 5% | 0% | -4% | 7% | ? | 0%
COc1ccc(S(=O)(=O)NC(N)=NCCc2ccc(OC)c(OC)c2)cc1 | -12% | 0% | · | -5% | 1% | -3% | -4%[46 µM] | i
CCN(CC(=O)Nc1ccc(NC(C)=O)cc1)CC(=O)Nc1ccc(F)c(Cl)c1 | 13% | 0% | · | -4% | -1% | -10% | · | -18%

The results go on:
SMILES | ALDH1A1 block | KinaseGlo FLuc | L3MBTL1 block | Tau ThT inhib | JMJD2E inh | SMN2 splice up | LMNA splice mod | RECQ1 inh
Cc1c(F)cccc1NC(=O)CCC(=O)O | -7% | -2% | 19% | 2% | -6% | ? | 3% | -2%
Cc1ccccc1-c1cc(-c2ccccc2O)n[nH]1 | 10% | 1% | · | ? | 8% | 25µM* | -4% | -6%
O=C(COc1ccccc1)N1c2ccccc2Sc2ccccc21 | -2% | -4% | 5% | 0% | -5% | 18% | -28% | -2%
Cc1nc2ccccc2nc(C)c1=NOCc1cccc(F)c1 | 3% | 1% | -3% | -7% | -1% | 20µM* | · | 0%
CCN1C(=O)C(O)(CC(=O)c2ccccn2)c2ccccc21 (stereo not given) | ? | -3% | · | -5% | 19% | 13% | -6% | -10%
Cc1cc(C)nc(N(C#N)Cc2cccc([N+](=O)[O-])c2)n1 | ? | 4% | -4% | 0% | -15% | 2% | · | i
O=C(c1ccccc1SCc1ccc(F)cc1)N1CCOCC1 | 0% | 1% | -21% | 0% | -7% | · | · | -4%
COc1cccc(C(c2sc3nc(C)nn3c2O)N2CCC3(CC2)OCCO3)c1 (stereo not given) | 0% | 1% | 11% | 1% | 2% | 3% | -3% | -12%
COc1cccc(N2C(=O)C3CC=C(Cl)CC3C2=O)c1 (stereo not given) | 0% | 1% | -4% | -10% | -3% | 9% | 4% | 1%
O=C(Cc1c(O)c2ccccc2[nH]c1=O)NCc1ccc(F)cc1 | -11% | -3% | 8% | -3% | ? | -2% | -10% | -4%
O=C1C=CC2C(c3ccc4c(c3)OCO4)CC1N2Cc1ccccc1 (stereo not given) | -5% | 1% | 6% | -9% | ? | -18% | 1% | -4%
O=C(Nc1ccc(Br)c(C(F)(F)F)c1)c1ccccc1 | 3% | 2% | 18% | -18% | -4% | -13% | ? | -3%
CCOc1ccc2[nH]c(O)c(NC(C)=O)c2c1 | -9% | -3% | -2% | -2% | -3% | 15% | -11% | i
Cc1cccc(C)c1NC(=O)C(NC(=O)CN1C(=O)c2ccccc2C1=O)c1ccccc1 (stereo not given) | 13% | 0% | 5% | 1% | -6% | 0% | -4% | -6%
Cc1ccccc1OCC(=O)Nc1nc(C)c(C(=O)N(C)C)s1 | 5% | -6% | -2% | -5% | -8% | 15% | 7% | 0%
CCCCn1c(SCC(=O)Nc2cc(NC(=O)c3ccco3)ccc2C)nc2ccccc2c1=O | ? | -2% | 5% | ? | ? | -19% | 4% | -8%
O=C(/C=C/c1ccccc1)Nc1ncn[nH]1 | -9% | -20% | -10% | 10µM* | -9% | 10% | ? | -21%
O=C(CN1C(=O)C2C3C=CC(C3)C2C1=O)Nc1ccc(S(=O)(=O)N2CCCCC2)cc1 (stereo not given) | -16% | -1% | 6% | 7% | -21% | -16% | -15% | 1%
Cc1nn(C)c(C)c1NC(=O)c1cc2nc(-c3ccco3)cc(C(F)(F)F)n2n1 | ? | -3% | 40%[activator] | 2% | -18% | · | · | 0%
CCS(CC)=NS(=O)(=O)c1ccc(NC(C)=O)cc1 | 4% | 0% | 4% | 4% | -3% | -4% | -2% | i
CC(=O)C1=C(C)N(CC2CC2)C(=O)N[C@H]1c1ccc(Br)cc1 | 8%&3% | -1%&0% | -3% | -4%&-8% | 1%&-14% | -4%&-18% | -2% | -6%
CCCCNC(=O)c1ccc2c(c1)ncn2C1CCCCC1 | -3% | 1% | -1% | 3% | 2% | -6% | -13% | -1%
O=C(c1ccccc1)N1CCOC12CCN(c1ncc(C(F)(F)F)cc1Cl)CC2 | 9% | -2% | · | -18% | -3% | -61%[inhibitor] | ? | -1%
CCn1c(SCC(=O)n2c(C)c(C)c3ccccc32)nnc1-c1ccco1 | 2% | 1% | · | -5% | -1% | 13% | 3% | i
COc1ncccc1-c1nnn(-c2ccc(C)cc2)n1 | -16% | · | 32%[activator] | -11% | -6% | · | · | -4%
O=C1CCCC2=C1C(c1ccccc1)CC(=O)N2c1ccc(F)cc1F (stereo not given) | 13% | 6% | -3% | -3% | 6% | -11% | · | -1%
CCc1cc(C(=O)c2ccc(OC)cc2)c(NC(=O)CCC(=O)O)s1 | 6% | · | 4% | -13% | 1% | · | · | i
COC(=O)c1cc(C(=O)OC)n(Cc2ccc(Cl)cc2Cl)n1 | 2% | -7% | · | -9% | -2% | 23% | 15% | i
CCCc1nc(N)c(C#N)c(N)c1C#N | -2% | 2% | 1% | -3% | 5% | -1% | 16% | ?
N#CC1=C(SCC(=O)NCc2ccccc2)NC(=O)CC1c1ccco1 (stereo not given) | 8.9µM* | 4% | -14% | -18% | 3% | -18% | -15% | ?
O=C(Cn1nc(CNc2ccc(Cl)cc2)[n+]2c1CCCCC2)c1ccc(Br)cc1 | ? | 4% | 3% | ? | 3% | 7% | ? | -9%
CC1(C)OC(=O)N(c2ccccc2)C12C=Cc1c(ccc3ccccc13)O2 (stereo not given) | -3% | 3% | -5% | -12% | -4% | -30%[inhibitor] | -18% | -2%
CNC(=O)Nc1cccc(C(F)(F)F)c1 | 1% | 2% | 4% | 2% | 0% | -5% | -8% | -6%
